# Gli-Sufu block: blocks Gli-Sufu signaling in a luciferase reporter | inhibition, % at 5 µM | hit rate 0.74% among 340,000 | Sufu-KO-LIGHT fibroblasts, Gli luciferase reporter luminescence;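 active means inhibition above about 55%, limit read from the data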;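 further: 0% = DMSO-treated cells and 100% = wells with medium but no cells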
# APOBEC3A inh: human APOBEC3A DNA deaminase inhibition. AID 493011. recombinant A3A, FAM/TAMRA ssDNA deamination fluorescence. P31941. hit rate 0.41% among 330,000. inhibition, % at 20 µM;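 active means at least 40% inhibition at 20 µM here, with at most 30% in a related deaminase screen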;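 further: plate controls were A3A with DMSO for no effect and wells lacking A3A enzyme for full effect; some results filed as inactive read as strong as hits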
# GRIN3A LBD mod: modulates the human NR3A ligand-binding domain. Tm shift relative to glycine control, % at 25 µM. NR3A LBD differential scanning fluorimetry, Tm shift; 0% = protein alone, 100% = glycine-bound protein. AID 1259313. hit rate 2.5% among 340,000;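 active means melting temperature shift of at least 10% of the positive control shift, at one fixed dose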
# MPTP block: blocks calcium-induced mitochondrial swelling. inhibition, % at 10 µM. isolated mouse mitochondria, Ca2+ swelling absorbance, 30 min. hit rate 1.4% among 360,000;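 active means inhibition of 50% or more, scaled per plate between neutral and stimulator controls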;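 further: 0% = DMSO wells given calcium and 100% = 1 mM EGTA wells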
# APOBEC3G inh: APOBEC3G (human) deaminase inhibition | Q9HC16 | recombinant A3G, ssDNA deamination FAM/TAMRA fluorescence | inhibition, % at 20 µM | hit rate 0.28% among 330,000 | AID 493012;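 active means inhibition of at least 40% at 20 µM, with no more than 30% in the related APOBEC3A deaminase screen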;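 further: plate controls were DMSO wells with A3G for no effect and wells lacking A3G enzyme for full effect; some compounds called inactive have numbers as strong as hits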
# Target sequence (Q9HC16 whole entry, looked up): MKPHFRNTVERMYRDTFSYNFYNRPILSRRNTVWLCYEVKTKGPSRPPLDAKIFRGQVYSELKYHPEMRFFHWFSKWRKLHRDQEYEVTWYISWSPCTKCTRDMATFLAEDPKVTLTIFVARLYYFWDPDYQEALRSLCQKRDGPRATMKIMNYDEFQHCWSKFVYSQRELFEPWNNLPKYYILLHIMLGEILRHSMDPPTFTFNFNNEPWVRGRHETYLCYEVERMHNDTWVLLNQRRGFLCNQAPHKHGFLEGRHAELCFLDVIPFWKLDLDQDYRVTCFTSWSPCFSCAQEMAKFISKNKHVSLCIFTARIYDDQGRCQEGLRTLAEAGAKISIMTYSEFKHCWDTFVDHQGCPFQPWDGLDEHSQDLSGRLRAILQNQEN
# CCR6 antag: CCR6 (human) receptor antagonism; hit rate 0.49% among 340,000; CHO-K1 CCR6 PathHunter beta-arrestin, luminescence, CCL20-stimulated; P51684; inhibition, % at 20 µM;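 active means compounds whose inhibition of the agonist-driven luminescence signal at 20 µM reaches about 50%, limit read from the data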;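 further: cells stimulated with CCL20 at 14 nM final; plate controls were DMSO with CCL20 for no effect and DMSO without agonist for full effect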
# Target sequence (P51684 whole entry, looked up): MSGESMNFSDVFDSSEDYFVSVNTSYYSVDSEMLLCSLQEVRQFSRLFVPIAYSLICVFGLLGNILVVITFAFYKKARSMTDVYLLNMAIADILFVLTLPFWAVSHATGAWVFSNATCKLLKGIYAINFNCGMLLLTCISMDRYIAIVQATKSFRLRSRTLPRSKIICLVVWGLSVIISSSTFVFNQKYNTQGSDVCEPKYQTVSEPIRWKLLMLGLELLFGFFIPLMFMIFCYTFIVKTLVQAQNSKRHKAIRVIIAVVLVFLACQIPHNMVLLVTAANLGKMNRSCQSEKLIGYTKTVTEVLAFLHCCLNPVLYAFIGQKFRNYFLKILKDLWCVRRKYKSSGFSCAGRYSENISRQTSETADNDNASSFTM
# EBI2 antag: EBI2 (human) antagonism | EBI2 beta-arrestin recruitment, luminescence, 7a,25-OHC stimulated | AID 651636 | P32249 | inhibition, % at 5 µM | hit rate 0.81% among 360,000; in the data active means inhibition above about 38%;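 further: enzyme fragment complementation signal reports receptor beta-arrestin coupling in cells; 0% = agonist plus DMSO wells and 100% = wells without agonist; some results beyond the cut were filed as inactive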
# CXCR6 inh: CXCR6 (human) receptor inhibition; AID 602244; CHO-K1 PathHunter CXCR6 beta-arrestin, luminescence; inhibition, % at 20 µM; hit rate 0.36% among 360,000; O00574; in the data active means inhibition above about 34%, passing the limit was not always enough;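 further: antagonist mode with CXCL16 agonist at 10 nM final; 0% = 10 nM CXCL16 with DMSO and 100% = unstimulated wells without agonist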
# Target sequence (O00574 whole entry, looked up): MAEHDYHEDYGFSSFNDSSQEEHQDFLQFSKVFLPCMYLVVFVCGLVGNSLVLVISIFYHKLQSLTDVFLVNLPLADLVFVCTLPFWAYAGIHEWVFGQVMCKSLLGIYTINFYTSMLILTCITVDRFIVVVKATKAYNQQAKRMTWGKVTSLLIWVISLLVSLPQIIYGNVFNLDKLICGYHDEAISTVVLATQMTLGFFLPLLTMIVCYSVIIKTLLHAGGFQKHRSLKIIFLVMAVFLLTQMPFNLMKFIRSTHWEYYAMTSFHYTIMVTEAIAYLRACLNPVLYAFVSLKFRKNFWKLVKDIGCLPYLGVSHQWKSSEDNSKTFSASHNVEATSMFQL
# * marks the source's active call; other numbers are inactive results; · = no result given.
SMILES,Gli-Sufu block,APOBEC3A inh,GRIN3A LBD mod,MPTP block,APOBEC3G inh,CCR6 antag,EBI2 antag,CXCR6 inh
CN(C)c1ccc(CNC(=O)CN(C)S(=O)(=O)c2cccc3cccnc23)cc1,-3,4,-1,0.2,1,-4,-4,-4
O=C(Cn1nnc(-c2ccccc2-n2cnnn2)n1)NCc1ccccc1,·,-5,-13,-0.7,-5,-2,-7,8
CCOC(=O)c1cc(-c2cccc(C(F)(F)F)c2)nc2nc(SC)[nH]c(=O)c12,1,1,-3,-2.7,-1,-1,-9,-6
CCC1(c2ccccc2)NC(=O)N(CC(=O)Nc2cc(C(F)(F)F)ccc2N2CCCC2)C1=O (centres undefined),8,-1,-5,-0.2,-8,4,7,2
CCCOc1ccc(NC(=O)CC2C(=O)N(CC)C(=S)N2CCNC(C)=O)cc1 (centres undefined),2,1,2,-1.3,-1,12,-27,4
COC(=O)c1cnc(SC)nc1C,-2,-4,-4,1.0,-8,-17,4,-2
N#Cc1ccc(COC(=O)c2cnc3ccccc3n2)cc1,1,18,-1,0.7,-5,3,-6,-22
Cc1ccc(NC(=O)CNc2cccc(S(=O)(=O)N3CCCC3)c2)cc1F,8,3,-3,2.7,5,-1,8,-5
CC(=O)N(C)C1(c2nnnn2CCOC(=O)Nc2cccc3ccccc23)CCCC1,-29,-1,0,-1.3,0,18,-5,4
O=C(CCC1CCCCC1)Nc1nnc(C(F)(F)F)s1,3,-10,-1,28,-4,3,1,-8
O=C1CC(Nc2ccc(N3CCOCC3)cc2)C(=O)N1C1CCCCC1 (centres undefined),7,0,-3,-0.1,0,14,5,2
Cc1cccc(Nc2c([N+](=O)[O-])cc(C(=O)N3CC(=O)Nc4ccccc43)cc2[N+](=O)[O-])c1,9,0,-4,1.1,-10,10,3,-1
Cc1cccc(NC(=S)NCCCN2CCOCC2)c1,32,-2,10,-0.5,-2,3,1,-6
COc1ccc(-c2nnc(SCC(=O)N(C)C3CCS(=O)(=O)C3)n2N)cc1OC (centres undefined),1,-7,-1,0.5,-13,-14,-6,-1
Nc1nnnn1/N=C/c1ccco1,5,3,-1,1.5,-2,-3,-4,-4
CCCCSc1nnc(CSc2ncccn2)n1C,-12,27,0,-2.6,5,12,3,13
COc1ccc(CCn2c(C)cc(C(=O)CSc3nnnn3C)c2C)cc1,-21,-4,0,-1.0,-5,17,8,1
Cc1ccc2[nH]c3c(c2c1)CCc1cn[nH]c1-3,-21,1,28*,24,0,-8,-29,-9
CC(C)c1nnc(NC(=O)c2ccc(N3C(=O)CCC3=O)cc2)s1,-11,2,0,0.5,2,8,-1,-2
CCc1nc(SCCO)c2oc3ccccc3c2n1,-13,2,3,-0.2,-5,-15,2,-3

# Single records, from the list above. Order of screens: Gli-Sufu block, APOBEC3A inh, GRIN3A LBD mod, MPTP block, APOBEC3G inh, CCR6 antag, EBI2 antag, CXCR6 inh
# Listed for `O=C1CC(Nc2ccc(N3CCOCC3)cc2)C(=O)N1C1CCCCC1` (centres undefined) → 7, 0, -3, -0.1, 0, 14, 5, 2
# Listed for `Cc1ccc2[nH]c3c(c2c1)CCc1cn[nH]c1-3` → -21, 1, 28*, 24, 0, -8, -29, -9
# Listed for `Nc1nnnn1/N=C/c1ccco1` → 5, 3, -1, 1.5, -2, -3, -4, -4
# Listed for `O=C(CCC1CCCCC1)Nc1nnc(C(F)(F)F)s1` → 3, -10, -1, 28, -4, 3, 1, -8

# (continued)
SMILES,Gli-Sufu block,APOBEC3A inh,GRIN3A LBD mod,MPTP block,APOBEC3G inh,CCR6 antag,EBI2 antag,CXCR6 inh
COc1ccc2nc(NC(=O)c3ccc4ncsc4c3)sc2c1,-80,0,26*,0.6,-6,6,1,-4
CCOC(=O)c1c(C)[nH]c(C(=O)CN2C(=O)C(=O)N(CC(C)C)C2=O)c1C,-11,0,1,-2.7,-4,10,2,-4
COc1ccc(CC(=O)NCc2cccs2)cc1OC,-3,-5,2,-1.1,-3,0,2,-10
CCc1nn(C(C)C(=O)N2CCc3ccccc3C2)c(=O)c2cc3occc3n12 (centres undefined),1,0,3,0.1,-8,-8,-2,6
CCC(=O)NC(c1cccc([N+](=O)[O-])c1)c1c(OC(C)=O)ccc2ccccc12 (centres undefined),-22,1,0,-1.9,-1,17,-1,14
CCN(CC)C(=O)c1nc[nH]c1C(=O)N1CCN(C(=O)OC(C)(C)C)CC1,18,2,-1,0.4,-8,-5,-8,-5
O=C(CN1C(=O)/C(=C\c2ccc(C(F)(F)F)cc2)Sc2ccccc21)NCc1ccco1,6,-4,4,3.7,-5,0,9,-9
CC1=Nc2cc(C(=O)NCCCN3CCOCC3)ccc2Sc2c(C)ccc(C)c21,10,-6,-2,0.4,-3,25,0,-3
CCOC(=O)c1cc(C#N)c(SCC(N)=O)[nH]c1=O,7,-2,-1,-0.2,-5,-9,-3,2
Cc1ccc2cc(CNC(C)(C)C)c(=O)[nH]c2c1,17,-19,-2,-2.8,-5,-29,-10,4
Cc1ccc(Nc2nnc(SCn3nnc4ccccc4c3=O)s2)cc1,-7,-2,-8,0.1,-4,3,19,5
CCOC(=O)C(Cc1c[nH]c2ccccc12)NC(=O)CNC(C)=O (centres undefined),-1,3,-2,2.7,-6,-13,0,6
O=C(Nc1ccc(F)cc1)C1CCN(S(=O)(=O)c2ccc3[nH]c(=O)oc3c2)CC1,-15,-2,-3,-2.0,-8,5,-2,4
Cc1ccc(C(=O)c2c[nH]c3c(F)cc(F)cc3c2=O)cc1,0,-2,-2,2.0,-1,1,-2,5
Cc1cc(C(=O)Nc2ccc(Nc3ccccc3)cc2)ccc1[N+](=O)[O-],26,-1,12*,1.3,-1,15,9,8
NCC1OC(n2cnc3c(N)ncnc32)CC1O (centres undefined),-9,·,-3,0.7,·,1,4,6
Cc1onc(-c2ccccc2)c1C(=O)N[C@@H]1C(=O)N2C1SC(C)(C)[C@@H]2C(=O)O (some centres undefined),-1,·,-1,-0.9,·,10,-3,1
O=C(/C=C/c1ccccc1)Oc1cccc(C(=S)N2CCOCC2)c1,16,-5,-2,-0.9,0,27,-6,-4
COc1ccc(CNC(=O)CCN2C(=O)c3ccccc3C2=O)cc1,3,0,0,0.0,-9,7,-5,-1
COC(=O)/C(C#N)=C1/C=Cc2ccccc2N1,-10,-1,1,0.5,-5,3,-10,-9
COc1ccc(/C=C/C(=O)NC(C)CCc2ccccc2)cc1 (centres undefined),2,-5,0,1.0,-7,8,24,10
CCn1nc(C)c(CN2CCCC(CO)(Cc3ccccc3)C2)c1C (centres undefined),3,-1,1,0.4,-12,0,7,-2
O=C(CCn1c(=O)[nH]c2ccsc2c1=O)N(CCc1ccccc1)Cc1ccccc1,·,-2,-10,-2.8,0,10,-2,7
Cc1ccc(/C=C/C(=O)Nc2ccncc2)o1,-5,3,-2,0.3,0,-6,-13,-4
COc1ccc2c(c1)[n+](=O)c(C(C)=O)c(C)n2[O-],-3,-2,1,-0.8,-1,-10,-6,-19
COc1cc(CN(C(=S)NCC(=O)NC2CCCC2)C2CCCC2)cc(OC)c1OC,-2,-6,3,2.7,-7,8,-9,4
Cc1ccc(NC(=O)Nc2ccc(Cl)cn2)cc1,-77,·,-14,9.9,·,5,-14,0
FC(F)(F)c1cccc(N2CCN(C(=S)NC3CCCCC3)CC2)c1,22,0,-1,81*,-2,5,6,-9
S=C(NCCSCc1ccccc1Cl)Nc1ccccc1,5,-23,7,82*,-9,11,-1,-13
Cc1ccc(C)c(NC(=O)c2ccc[n+](Cc3ccc([N+](=O)[O-])cc3)c2)c1,-90,-1,-1,0.3,-3,-1,-2,-12
COc1ccccc1CNC(=O)[C@H](NC(=O)C1CCN(C(=O)[C@@H](N)CCSC)CC1)C(C)C,-5,-2,-2,-0.5,-7,-9,4,-4
COc1ccccc1CNC(=O)COC(=O)Cc1cccs1,-4,-3,0,-0.5,16,18,-9,-6
CNC[C@@H]1Oc2c(NS(C)(=O)=O)cccc2C(=O)N([C@@H](C)CO)C[C@H]1C,-8,-2,1,-0.8,-3,10,-3,-5
COc1cccc(-c2c(C(=O)N/N=C/C3CC=CCC3)nnn2-c2nonc2N)c1 (centres undefined),-24,-11,2,-0.1,-4,-9,-18,-17
NS(=O)(=O)c1cccc(NC(=O)CN2CCC(Cc3ccccc3)CC2)c1,7,4,1,20,-4,3,-5,0
CCOc1ccc(NCc2nnc(SCc3ccccc3Cl)n2-c2ccccc2)cc1,-4,0,6,7.5,-6,-1,17,-8
CCOc1ccccc1C(=O)NCC(=O)OCC(=O)N1C(C)CCCC1C (centres undefined),-31,-3,-5,2.7,-2,1,-12,-4
N#Cc1c(N)nc2c(c1-c1cccnc1)CCCCC2,-5,-1,-3,2.1,-6,12,-3,-3
CCCCCN1CC(O)=C(c2nc3ccccc3[nH]2)C1=N,22,-4,0,-0.5,-6,14,4,0
COCCn1c(SCC(=O)Nc2cccc(OC)c2)nnc1-c1ccc(Cl)cc1,-4,-3,-1,0.5,-7,3,-4,1
Cc1ccccc1-c1nc(CN2CCC(C(=O)NCCC3=CCCCC3)CC2)c(C)o1,10,-6,1,9.8,-7,14,-3,-4
O=C(NCc1cccnc1)C(=O)NCC1OCCCN1S(=O)(=O)c1ccccc1 (centres undefined),2,1,0,-0.3,-6,4,-11,1
COc1cc(CNc2ccc(C)c(C)c2)cc(OC)c1OC,-17,-6,0,0.7,12,22,15,7
CCc1cc(C(=O)NNC(=S)NCC2CCCO2)cs1 (centres undefined),-3,-2,1,-2.0,-6,7,-5,18
CC1(C)CC(=O)C=C(NCc2cccnc2)C1,3,4,0,-4.2,1,2,-4,7
Cn1ccnc1SCC(=O)Nc1ccc2c(c1)OCCO2,-69,-1,3,-0.9,-5,7,-5,-3
CCN(CC)C(=O)c1sc(N)c(C(=O)OC(C)C)c1C,9,-7,-1,1.7,-4,14,-1,8
Cc1cnc(C(=O)OCC(=O)Nc2ccc(Br)c(C)c2)cn1,13,-2,12*,-0.2,-7,-4,1,4
Cc1ccccc1-n1nnnc1SCC(=O)NCC1(N2CCOCC2)CCCCC1,1,-3,0,0.3,-8,14,0,3
CC1Cc2ccccc2N1C(=O)CSc1ncc(-c2ccc(F)cc2)n1C (centres undefined),-78,0,-1,2.6,-2,5,6,2
Cc1ccsc1C(=O)OCC(=O)NC1CCS(=O)(=O)C1 (centres undefined),-1,-3,-1,-1.6,-12,9,1,-4
CN(CC(=O)Nc1c(Cl)cccc1Cl)C(=O)c1ccc2ccccc2n1,-4,-2,2,-0.5,-13,10,-2,-7
O=C(NCc1ccccc1F)C1CCCN(C(=O)Nc2ccccc2)C1 (centres undefined),14,3,-3,-1.1,4,26,12,0
Cc1onc(-c2ccccc2Cl)c1C(=O)N1CCN(S(=O)(=O)c2ccc(F)c(F)c2)CC1,12,3,3,0.6,2,16,-1,0
Cc1cc2c(cc1C)[n+](C)cn2CC(O)COCc1ccccc1 (centres undefined),6,41*,-1,-1.1,8,-18,-3,-2
O=C(CC1SC(N2CCCC2)=NC1=O)Nc1ccc(C(=O)Nc2ccccc2)cc1 (centres undefined),-11,-2,4,-1.4,-12,-1,1,-5
O=C(CNC(=O)Cc1ccccc1)NCc1cccs1,-5,-5,0,-1.2,-1,1,-3,6
Nc1cccnc1S(=O)(=O)c1cccc(C(F)(F)F)c1,1,-3,0,2.5,-10,8,2,-2
CCOc1ccc(C(C)=O)cc1N1C(=O)C2C3C=CC(O3)C2C1=O (centres undefined),7,-6,3,3.3,49*,30,5,0
CC1=CC(=C2C(=O)c3ccccc3C2=O)C=C(C)N1C,-42,2,0,-4.1,4,7,-3,9
Cc1cc2c(SCC(=O)Nc3cccc(O)c3)ncnc2s1,8,·,-5,0.6,·,-8,1,-2
CC(C)c1ccc(NC(=S)N(C)CCc2ccccn2)cc1,-20,5,1,-3.3,4,-3,4,-1
CCOC(=O)C1CCN(C2CCN(Cc3nc(-c4ccccc4)no3)CC2)CC1,9,1,-2,29,-5,-5,5,6

# Bioassay records (PubChem)

# Compounds as they come (roughly 5.8% active in at least one column).
